# Screening results deposited in PubChem by National Center for Advancing Translational Sciences (NCATS).
# p53null 39C tox: qHTS Screen for Compounds that Selectively Target Cancer Cells with p53 Mutations: Cytotoxicity of p53 Null Cells at the Nonpermissive Temperature; H1299 p53-null (neo) cells, 39C, ATPlite viability, 24 h; Potency, µM (top dose mostly 46.1 µM), without a hit: at the highest dose activity, negative = cell killing, most hits filed as cytotoxic; hit rate 0.97% among 55,000; AID 904, 2007;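 note: 0% = DMSO only and -100% = full killing by 100 µM tamoxifen; nearly all actives have a fitted effect of over 50% in size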
#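 Luminescent ATP signal reported cell survival after H1299 lines (neo, p53 null; or p53 A138V) received up to 46 uM compound and 24 hr incubation at 39C.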
# p53null 32C kill: qHTS Screen for Compounds that Selectively Target Cancer Cells with p53 Mutations: Cytotoxicity of p53 Null Cells at the Permissive Temperature. H1299-neo p53 null cells, ATP luminescence, 24 h, 32C. Potency, µM (top dose mostly 46.1 µM), for inactives: at the highest dose activity change, negative = cytotoxicity, usual class: cytotoxic. hit rate 0.62% among 55,000. AID 903, 2007;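 note: 0% = DMSO only and -100% = full killing by 100 µM tamoxifen; nearly all actives have a fitted effect of over 55% in size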
#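 Luminescent ATP readout gave cell viability of p53-null H1299-neo cells after a 24 h compound exposure at the permissive 32C. Titrations ran up to 46 uM, and AC50s were fitted with the standard Hill equation.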
# * marks the source's active call; other numbers are inactive results; u = inconclusive; [ ] = another dose, or the depositor's remark. Calls come from the whole dose curve; as a rule, active = well fitted cell-killing curve with a large enough effect; inconclusive = small, poorly fitted or top-dose-only effect; inactive = no such curve, though single readings can be large or run the other way. Potency is the fitted concentration of half-maximal effect.
Molecule,p53null 39C tox,p53null 32C kill
O=C(CSc1nc(-c2ccco2)cc(C(F)(F)F)n1)Nc1ccc2c(c1)OCO2,-5%,2%
COc1cc(C(=O)N2CCC(n3c(C)nc4cc(F)ccc43)CC2)cc(OC)c1OC,-3%,2%
CC(Sc1nc(-c2ccc(F)cc2)cs1)C(=O)N1c2ccccc2CC1C (stereo unspecified),3%,5%
CCOc1ccc(CC(=O)Nc2c(C(N)=O)oc3ccccc23)cc1OCC,23%,14%
Cn1c(=O)n(CC(=O)N2CCOCC2)c2ccccc21,8%,4%
Cc1csc(NC(=O)CSc2nnnn2C)n1,12%,-5%
CC1OC23CCCCC2C(C#N)(C(=N)O3)C1(C#N)C#N (stereo unspecified),12%,0%
CCCCOc1ccc(NC(=O)CN2CCN(C(=O)OCC)CC2)cc1,-2%,-17%
CCc1ccc2c(c1)C1(NN=C(c3ccc(C)cc3)S1)C(=O)N2 (stereo unspecified),u,-13%
CCOC(=O)c1csc(NC(=O)c2ccc(S(=O)(=O)N(CC)CC)cc2)n1,14%,-4%
O=C(CC(c1ccccc1)c1ccco1)N1CCOCC1 (stereo unspecified),3%,-6%
Cc1ccc2cccc(NC(=S)NC(=O)c3c(Br)cnn3C)c2n1,-6%,1%
Cc1cc(-c2[nH]nc3c2C(c2ccc(Cl)cc2)C(C#N)=C(N)O3)c(C)s1 (stereo unspecified),-1%,-2%
Cc1nc(-c2ccccc2)c(-c2ccccc2)[nH]1,4%,-6%
N#CC1=C(N)NC(SCC(=O)Nc2ccccc2)=C(C#N)C12CCCCC2,-5%,2%
CCN1CNC(=S)N(C(C)c2ccccc2)C1 (stereo unspecified),-6%[1.84 µM],-10%
Cc1cc(C)n(-c2ccc(C(=O)OCC(=O)NCc3ccc(Cl)cc3)cc2)n1,25%[1.84 µM],-2%
CCCCn1c(CCC)nc([N+](=O)[O-])c1Sc1ccc(Cl)cn1,0%,-5%
CCOC(=O)c1cccc(Nc2ncnc3ccccc23)c1,5%,-4%
On1c2c(c3c4nonc4ccc31)CCCC2,-3%,-5%
Cc1cccn2cc(CNC(=O)C3CCCCC3)nc12,9%,-3%
Cc1ccc(/C=C2\SC(=S)N(CCC(=O)NNC(=O)c3cccnc3)C2=O)cc1,-13%,6%
CCCNC(=O)c1ccccc1NC(=O)c1ccccc1N(C)S(C)(=O)=O,-1%,0%
COc1ccc(/C=C2/N=C3CCCCCN3C2=O)cc1OC,-8%,-11%
O=C(c1ccccc1)c1ccc(OC(=O)N2CCCC2)cc1,-9%,-1%
COc1ccc(NC(=O)CSc2nnc(Cn3c(=O)sc4ccccc43)n2C)cc1OC,16%,-1%
C=CCn1c(-c2ccccc2)n[nH]c1=S,-4%,-13%
COc1ccc(/C(O)=C2/C(=O)C(=O)N(Cc3cccnc3)C2c2ccccn2)cc1 (stereo unspecified),9%,0%
Cc1cc([N+](=O)[O-])ccc1-c1ccc(/C=N/NC(=O)Cc2ccccc2)o1,38%[activator],10%
O=C(c1ccccc1)c1c[nH]c2cc3c(cc2c1=O)OCO3,-3%,6%
CC(=O)N1CCn2c3ccc(C)cc3c3cccc1c32,-30%,-18%
CCCCn1c(/N=C/c2ccc(N(C)C)cc2)nc2ccccc21,24%,0%
COC1CCCCC1Nc1ccc(C)c(C)c1 (stereo unspecified),28%,1%
Cc1occc1C(=O)N/N=C/c1cnn(C)c1C,3%,-7%
O=C1CCC(=O)N1OCCCOc1ccc(Br)cc1Cl,-14%,-7%
CCOC(=O)CSc1nnc(CNc2ccc(Cl)cc2)n1Cc1ccccc1,17%,0%
O=C(Nc1ccc(-c2nc3cc(Cl)ccc3o2)cc1)C1CCCO1 (stereo unspecified),11%,4%
CCCn1nc(C(=O)OCC(=O)Nc2ncc(Cl)c(C)c2Cl)c2ccccc2c1=O,0%,6%
O=C(Nc1ccccc1F)c1ccco1,-9%,-12%
O=C1C(=O)N(CCCN2CCOCC2)C(c2cccs2)/C1=C(/O)c1ccc2c(c1)OCO2 (stereo unspecified),-15%,-2%
COc1ccc(Cl)cc1N1CC(c2nc3ccccc3[nH]2)CC1=O (stereo unspecified),8%,8%
O=C(CN(Cc1cccs1)C(=O)CSc1nnc(COc2ccccc2)o1)NC1CCCCC1,-1%,23%
CCC(C)Cn1c(S(=O)(=O)O)nc2ccccc21 (stereo unspecified),12%,-2%
CCOC(=O)c1ccc(N2C(=O)c3n[nH]c(C)c3C2c2ccc(OC)cc2OC)cc1 (stereo unspecified),14%,6%
O=C(CSc1nnc(SCc2cccc3ccccc23)s1)N/N=C/c1c[nH]c2ccccc12,-19%,-2%
O=C(Oc1ccc(-c2nnco2)cc1)N1CCOCC1,2%,4%
C=CCC(Nc1ccccc1)C12C=CC(O1)C(C(=O)OC)=C2C(=O)OC (stereo unspecified),8%,1%
Cc1nc2sc3c(NCc4ccco4)ncnc3c2c2c1COC(C)(C)C2,20%,5%
Cc1sc2nc(SCC(=O)N3CCCCC3)[nH]c(=O)c2c1C,13%,1%
CC(C)C(=O)N1CCN(c2ccc(NC(=O)c3cccs3)cc2)CC1,3%,-4%

# (continued)
Molecule,p53null 39C tox,p53null 32C kill
Cc1cccc(-n2ncc3c(N4CCCC4)ncnc32)c1,-9%,-16%
Cc1c(Cl)c(C(=O)NC2CCCC2)nn1C,-5%,-4%
Cc1ccccc1/C=C1\CCCc2ccccc2C1=O,u,u
O=C(CSc1nc2c(cnn2-c2ccccc2)c(=O)[nH]1)c1ccc(Cl)cc1,13%,3%
CCCCc1nc(NCC2CCCO2)c(C#N)c2c1COC(C)(C)C2 (stereo unspecified),16%,-1%
O=C(CNc1n[nH]c(=O)[nH]c1=O)N/N=C/c1cccnc1,31%[activator],15%
CCOC(=O)C1=C(C)NC(=O)NC1c1cc2c(cc1Br)OCO2 (stereo unspecified),6%,7%
CC(=O)c1cnc2c(-c3ccc(Cl)cc3)cnn2c1C,15%,2%
Cc1ccc(NC(=O)c2ccc(COc3ccc4c(c3)CCC4)cc2)c(C)c1,-16%[1.84 µM],1%
Cc1ccc(S(=O)(=O)CCSc2nc(C)cc(C(F)(F)F)c2C#N)cc1,-7%,-12%
CCn1nnc(NC(=O)c2sc3ccccc3c2Cl)n1,u,u
C=CCOc1c(CNn2nnnc2N)cccc1OC,8%,3%
Cc1ccc(/C(O)=C/C(=O)C(=O)NNC(=O)C(O)(c2ccccc2)c2ccccc2)cc1,-13%,14%
COc1ccc(N2CCN(Cc3nc4c(c(=O)[nH]c(=O)n4C)n3CC(C)=O)CC2)cc1,1%,-9%
COC(=O)c1cc(OC)c(OC)cc1N,-15%,-3%
CC1(C)Cc2cccc(OCC(=O)O)c2O1,2%,-12%
Nc1cc(=O)[nH]c(SCC(=O)N2CCCc3ccccc32)n1,-2%,-5%
Cc1cc(C)cc(NC(=O)CSc2nc3c(oc4ccccc43)c(=O)n2-c2ccccc2)c1,7%,14%
CCOc1cc(/C=N/O)cc(Br)c1OCC,19%,5%
CCOc1ccccc1OCC(=O)Nc1ccc(S(=O)(=O)Nc2ncccn2)cc1,15%,10%
Cc1cc(C)cc(-n2nnc(C(=O)NCc3ccc4c(c3)OCO4)c2N)c1,-4%,-4%
Cn1c(Cn2c(=O)sc3ccccc32)nnc1SCC(=O)Nc1ccccc1,-11%,25%
O=C(CSc1nnc(-c2ccncc2)n1CCc1ccccc1)NCc1ccccc1,5%,-12%
CCOc1ccc(NS(=O)(=O)c2ccc(SC)cc2)cc1,16%,-1%
COC(=O)c1ccc(Oc2nc(C)cc(Oc3ccccc3)n2)cc1,-5%,3%
COc1ccc(OC)c(NC(=O)Cc2nn(C)c(=O)c3ccccc23)c1,-16%,-2%
Cc1cc(C)cc(-n2c(SC(C)C(=O)NCc3ccc4c(c3)OCO4)nc3ccccc3c2=O)c1 (stereo unspecified),-2%,-5%
Clc1cc2c(c(Cn3cnc4ccccc43)c1)OCOC2,-4%,1%
CCOC(=O)COn1c(=O)c(-c2ccc(OC)c(OC)c2)[n+]([O-])c2ccccc21,2%,-11%
O=C(CS(=O)(=O)c1cn(Cc2ccc(F)cc2)c2ccccc12)N1CCCCC1,44%,4%
CCCONC(=O)Nc1ccccc1[N+](=O)[O-],9%,-1%
CC1SCCN1S(=O)(=O)c1ccc2ccccc2c1 (stereo unspecified),-3%,3%
COc1cc(/C=N/NC(=O)c2ccc3ccccc3c2)ccc1Oc1ccc([N+](=O)[O-])cn1,2%,-9%
Cc1ccnc(SCC(=O)N2CCN(c3ccccc3)CC2)n1,20%,-5%
Cc1nn(-c2nc3ccccc3[nH]2)c(N)c1-c1ccccc1,u,u
CCOCC(=O)Nc1nc2ccccc2s1,-8%,-3%
Cn1c2c(c(=O)n(C)c1=O)C1c3ccccc3OCC1C(C)(C)O2 (stereo unspecified),10%,6%
CCN(CC)c1ccc2cc(C(N)=O)c(=O)oc2c1,-3%,-8%
CCC(C)NS(=O)(=O)c1ccc(OCC(=O)N2CCC(C)CC2)cc1 (stereo unspecified),7%,3%
N=c1oc2ccccc2cc1-c1nc(-c2ccc(Cl)cc2)cs1,0%,-4%

# Shown with values under each structure: entries from further up.
# The line under a structure holds: p53null 39C tox | p53null 32C kill
COc1ccc(Cl)cc1N1CC(c2nc3ccccc3[nH]2)CC1=O (stereo unspecified)
  8% | 8%
O=C(CN(Cc1cccs1)C(=O)CSc1nnc(COc2ccccc2)o1)NC1CCCCC1
  -1% | 23%
CCC(C)Cn1c(S(=O)(=O)O)nc2ccccc21 (stereo unspecified)
  12% | -2%
CCOC(=O)c1ccc(N2C(=O)c3n[nH]c(C)c3C2c2ccc(OC)cc2OC)cc1 (stereo unspecified)
  14% | 6%
O=C(CSc1nnc(SCc2cccc3ccccc23)s1)N/N=C/c1c[nH]c2ccccc12
  -19% | -2%
O=C(Oc1ccc(-c2nnco2)cc1)N1CCOCC1
  2% | 4%

# Remaining list, next part:
Molecule,p53null 39C tox,p53null 32C kill
Cn1cc(CNC(=O)c2sc3cccc(Cl)c3c2Cl)cn1,1%,-8%
O=C(CN(Cc1ccccc1)C1=NCCS1)c1ccc(Cl)cc1,21%,-9%
COc1ccc(CN2CCCCCC2)c(C)c1C,3%,7%
O=c1cc(C(F)(F)F)oc2c1ccc1ccccc12,1%,1%
O=C1c2ccccc2C(=O)N1CCSc1ncn[nH]1,-5%,-8%
Clc1ccc(C2=Nn3c(nnc3-c3n[nH]c4c3CCC4)SC2)cc1Cl,-12%,8%
O=[N+]([O-])c1ccc(O)c(/C=N/n2cnnc2)c1,20%,4%
Cc1nc2ccccn2c1C(=O)Nc1ccc2c(c1)OCCO2,-28%,u
O=C(c1ccco1)N1CCN(C(=O)c2ccccc2Oc2ccccc2)CC1,6%,10%
CCN(CC)C(=O)CSc1nc2ccc(NC(=O)CSc3nccn3C)cc2s1,-9%,-3%
c1ccc(CSc2nnc(-c3cccs3)n2Cc2ccco2)cc1,-11%,-13%
Cc1cc(Br)cc2c1NC(=O)C2(c1c(C)n(C)n(-c2ccccc2)c1=O)c1c(C)n(C)n(-c2ccccc2)c1=O,10%,2%
CC1(C)S/C(=N/N=C/c2ccco2)NC1=O,0%,-9%
CCOC(=O)CSCC(=O)Nc1c(C(=O)C2CC2)oc2ccccc12,19%,5%
CCOC(=O)c1c(NC(=O)CN2CCN(C(=O)c3ccco3)CC2)sc2c1CCCC2,0%,47%[activator]
COC(=O)c1c(NC(=O)CSc2nc3ccccc3c(=O)n2Cc2ccco2)sc(C)c1C,13%[1.84 µM],2%
COCCCn1c(SCC(=O)N2CCc3ccccc32)nnc1-c1ccco1,7%,11%
O=C(NCC1(c2ccccc2)CCCC1)C(=O)N1CCOCC1,-1%,-9%
CC(NC(=O)c1cccnc1)C(c1cccs1)N1CCOCC1 (stereo unspecified),-8%,-10%
Cn1c(=O)c2c(nc(SCCN3CCOCC3)n2Cc2ccccc2Cl)n(C)c1=O,3%,4%
CCn1c(C)nc2cc(S(=O)(=O)C(F)(F)F)ccc21,-9%,-5%
COC(=O)CSc1nnc(SCc2ccc(OC)cc2)s1,u,u
CCOC(=O)C(Sc1nnc(-c2ccncc2)o1)C(C)=O (stereo unspecified),2%,2%
CC(/C=N/Nc1nncc(=O)[nH]1)=C\c1ccccc1,14%[1.84 µM],-4%
O=C(CCCc1ccccc1)Nc1nncs1,-12%,7%
Cc1cc(C)n(C(=O)CNc2ccc(C)c(C)c2)n1,30%,3%
O=C(NC1CCCCCC1)c1cc(S(=O)(=O)N2CCC3(CC2)OCCO3)ccc1F,7%,1%
Cc1cc(C)c2c(=O)[nH]c(SCC(=O)NCCc3ccccc3)nc2n1,6%,-8%

# The list is partial. The share of hits here may be higher or lower than overall.
